Source: PubChem BioAssay
RXFP1 agonist = RXFP1 (human) receptor agonism; Q9HBX9; HEK293T-RXFP1 cAMP TR-FRET, 30 min; response scale: percent of porcine relaxin response, buffer zero; Potency, µM (titrated, usually from 57.5 µM), without a hit: at the top dose activation, most hits filed as activators; 370,000 tested, 0.3% active; AID 2676; note: nearly all actives have a fitted effect of over 60% in size; many of its hits are not listed in these tables
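cAMP rise read by TR-FRET after 30 min, 37C compound exposure (up to 58 uM) in RXFP1-transfected HEK293 cells with Ro 20174 present. EC50 from Hill-equation fits, with 29 nM porcine relaxin as 100% and buffer as basal.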
12-LOX inh = inhibitors of human 12S-lipoxygenase ALOX12; P18054; purified 12hLO, xylenol orange hydroperoxide absorbance; Potency, µM (doses to about 108 µM), without a hit: at the highest dose activity change, negative = inhibition, most hits filed as inhibitors; 580,000 tested, 1.1% active
Target sequence (P18054 whole entry, looked up): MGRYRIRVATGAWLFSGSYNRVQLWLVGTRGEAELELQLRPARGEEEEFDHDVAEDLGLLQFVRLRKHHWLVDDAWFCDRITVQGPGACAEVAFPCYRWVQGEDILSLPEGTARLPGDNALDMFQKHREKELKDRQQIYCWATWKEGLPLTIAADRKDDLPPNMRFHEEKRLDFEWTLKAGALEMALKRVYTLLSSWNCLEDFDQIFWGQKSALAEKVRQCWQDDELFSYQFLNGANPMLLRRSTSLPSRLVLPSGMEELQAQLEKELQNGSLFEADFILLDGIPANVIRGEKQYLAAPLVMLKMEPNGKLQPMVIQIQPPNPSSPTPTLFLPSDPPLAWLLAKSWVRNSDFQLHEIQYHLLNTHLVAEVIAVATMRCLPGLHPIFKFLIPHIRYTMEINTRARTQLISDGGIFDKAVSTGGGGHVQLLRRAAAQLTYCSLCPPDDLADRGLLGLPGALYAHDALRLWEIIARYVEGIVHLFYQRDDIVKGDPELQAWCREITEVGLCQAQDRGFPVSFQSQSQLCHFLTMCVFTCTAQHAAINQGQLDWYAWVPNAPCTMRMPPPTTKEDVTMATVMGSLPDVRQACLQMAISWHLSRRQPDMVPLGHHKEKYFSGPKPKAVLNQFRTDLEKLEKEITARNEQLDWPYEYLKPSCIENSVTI
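Purified human 12hLO at 150 nM in 25 mM Hepes, 0.01% Triton X-100, pH 7.0, preincubated 15 min at room temperature with compound. Reaction started with 40 uM arachidonic acid, 30 min at room temperature. Hydroperoxide measured by Fe-xylenol orange, 573/405 nm absorbance ratio.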
Active calls of the source: *; ? = inconclusive; · = no result given; [ ] = another dose, or the depositor's remark. Calls come from the whole dose curve; as a rule, active = well fitted curve in the direction sought with a large enough effect; inconclusive = small, poorly fitted or top-dose-only effect, or another doubt; inactive = no such curve, though single readings can be large; an effect the other way counts as inactive or inconclusive. % is set by controls: 0 for no effect and ±100 for the full control effect; potency is the fitted concentration of half-maximal effect. These rows are one share of the data; rates above refer to the full screens.

SMILES	RXFP1 agonist	12-LOX inh
COc1cc(/C=C2/SC(=S)N(CC(=O)O)C2=O)ccc1OCC(=O)Nc1ccc(C)c(C)c1	-2.0%	-28%
CCN(CC)CCn1c(=S)[nH]c2cc(C(=O)N3CC=C(c4ccccc4)CC3)ccc2c1=O	5.5%	-15%
CC1(C)CC(=O)C2=C(C1)NC(=O)CC2C(=O)NCc1ccc(F)cc1 (configuration not stated)	0.7%	37%[activator]
COc1ccccc1NC(=O)C1=C(C)NC(SCC(=O)c2ccc(C)cc2)=C(C#N)C1c1ccco1 (configuration not stated)	2.7%	0%
CCCC1CC(=O)OC1(C)C(=O)CSc1n[nH]c(-c2ccccc2)n1 (configuration not stated)	1.3%	?
CCOC(OCC)c1cn(Cc2ccc3c(c2)C(=O)c2ccccc2C3=O)nn1	6.2%	-14%
C/C(=N\NC(=O)c1ccccn1)c1ccc(C(=O)O)s1	0.4%	-2%
O=C1CSC(c2cn(-c3ccccc3)nc2-c2cccs2)N1Cc1ccccc1 (configuration not stated)	-0.9%	0%
COc1ccc(OC)c(/C=C/c2ccc3cccc(O)c3n2)c1	2.9%	?
CN1CCN(c2ccc([N+](=O)[O-])cc2/C=N/NC(=O)c2cccc([N+](=O)[O-])c2)CC1	8.2%	-18%
Cc1ccc2sc(-c3ccc(NC(=O)CCN4C(=O)c5ccccc5C4=O)cc3)nc2c1	-0.4%	9%
CC(C)CC1NC(=O)c2ccccc2-n2c1nc1cc(F)ccc1c2=O (configuration not stated)	-0.1%	?
CCCC(=O)c1ccc(O)cc1O	1.0%	12%
Cc1ccnc(N2C(=O)c3ccc([N+](=O)[O-])cc3C2=O)c1	2.7%	?
CCNc1nc(=S)nc(NCc2ccccc2)[nH]1	0.3%	-13%
Cc1ccc2nc3n(c(=O)c2c1)-c1ccc(Cl)cc1C(=O)NC3Cc1ccccc1 (configuration not stated)	-2.4%	-12%
Cc1ccc(CSCC(N)C(=O)O)cc1 (configuration not stated)	1.6%	-24%
CCOCCCNC(=S)NCCCNc1nc2ccc(C)cc2cc1C#N	2.6%	-28%
Cc1nc(SCC(=O)c2cc3ccccc3oc2=O)c(C#N)c(C)c1C(=O)Nc1ccccc1	0.1%	?
CCCCOc1cccc(C2C(C(=O)c3ccc(C)o3)=C(O)C(=O)N2Cc2ccco2)c1 (configuration not stated)	21%	?

Sorted by the number under RXFP1 agonist (lowest first): three of the compounds above.
SMILES	RXFP1 agonist	12-LOX inh
CC(C)CC1NC(=O)c2ccccc2-n2c1nc1cc(F)ccc1c2=O (configuration not stated)	-0.1%	?
CCOCCCNC(=S)NCCCNc1nc2ccc(C)cc2cc1C#N	2.6%	-28%
CCCCOc1cccc(C2C(C(=O)c3ccc(C)o3)=C(O)C(=O)N2Cc2ccco2)c1 (configuration not stated)	21%	?

Next structures follow:
SMILES	RXFP1 agonist	12-LOX inh
O=C(c1ccc(CS(=O)(=O)c2ccc(Br)cc2)o1)N1CCN(C2CCCCC2)CC1	-1.1%	-14%
CCn1c(=N)c(S(=O)(=O)c2ccc(C)cc2)cc2c(=O)n3ccccc3nc21	8.0%	?
O=C(O)c1cc(-c2ccncc2)nc2ccc(F)cc12	1.3%	?
Nc1c2c(nc3c1CCC3)CCCC2	4.5%	-9%[22.9 µM]
Cc1ccc(Cl)cc1N1CCN(C(=O)c2ccc3c(c2)CCN3S(C)(=O)=O)CC1	2.9%	10%
Cc1ccc(CNC(=O)c2ccc3nc4[nH]c5ccccc5c4nc3c2)cc1	0.3%	-23%
CCCc1nc2sc3c(=O)[nH]cnc3c2c2c1CCCC2	6.8%	11%
Cc1c(CC(=O)N[C@@H](CCCNC(N)=O)C(=O)O)c(=O)oc2cc3oc4c(c3cc12)CCCC4	6.6%	-5%
CCOc1cc(S(=O)(=O)NCc2ccccn2)c(C)cc1C	-0.1%	0%
CCC(C)NC(=O)c1cc(Sc2nnc(C)s2)nc2ccccc12 (configuration not stated)	-0.1%	-16%
Cc1c(C(C)(C(=O)O)c2c(C)n(C)c3ccccc23)c2ccccc2n1C	-3.6%	87%[activator]
O=C(NC(=S)NC1CCSC1=O)c1ccc([N+](=O)[O-])cc1 (configuration not stated)	-0.9%	-1%
COc1cccc(-c2ccc(=O)n(CC(=O)Nc3ccc(S(=O)(=O)NCC(C)C)cc3)n2)c1	0.1%	?
O=C(NCCc1ccccc1)c1ccccc1NC(=O)C1CCCCC1C(=O)O (configuration not stated)	1.6%	-20%
Cc1ccccc1NC(=O)c1ccc(Cl)c(NC(=O)c2cccnc2)c1	1.3%	-11%
CNC(=S)N(Cc1ccc(OC)cc1)C1CC(=O)N(c2ccc(C(=O)OC)cc2)C1=O (configuration not stated)	-0.4%	-17%
O=C(Nc1ccccc1Cl)C1CC(=O)n2c(nc3ccccc32)N1 (configuration not stated)	-0.6%	14%
COc1ccccc1-c1csc(-n2ncc(C#N)c2N)n1	-0.9%	-2%
Cc1oc2c(c(C)cc3oc(=O)c(CC(=O)NCC(=O)NCC(=O)O)c(C)c32)c1C	18%	·
O=C(NC1CC1)c1ccc2c(c1)S(=O)(=O)c1cc(Cl)ccc1C2=O	1.9%	0%
CCN(CC)CCN(C(=O)c1ccc(N2C(=O)CCC2=O)cc1)c1nc2cc3c(cc2s1)OCO3	5.3%	0%
COc1cc2[nH]c(C(=O)Nc3ccc(F)cc3)cc2c(OC)c1OC	1.7%	0%
O=C(COC(=O)/C=C/c1ccc(Br)o1)Nc1ccc2[nH]c(=O)[nH]c2c1	1.1%	-2%
Cc1ccc(-n2c(=O)c3sccc3n(Cc3cc(=O)n4ccccc4n3)c2=O)cc1F	4.2%	-1%
COc1ccc(NC(=O)c2cccc(C(=O)Nc3ccc(OC)cc3)n2)cc1	-0.1%	-1%
O=C(Nc1nc2ccccc2s1)c1ccc2c(c1)S(=O)(=O)c1ccccc1C2=O	0.5%	-1%
Cc1ccc(C2=NN=C(NC(=O)CSc3nc(C)cc(C)n3)SC2)cc1	2.8%	?
CCOC(=O)N1CCC(N(CCN(C)C)C(=S)Nc2ccc(OCC)cc2)CC1	0.2%	-19%
O=C(NC(=S)NCc1ccco1)c1cccc(Cl)c1	0.8%	?
Cc1ccc(OCc2ccc(Br)cc2)c([N+](=O)[O-])n1	-0.5%	-18%
Cc1ccc(S(=O)(=O)N2CC=C(C(=O)NCc3ccc(F)cc3)CC2)cc1	2.8%	-11%
Cc1cccc(N=Nc2c(C)[nH]n(C(N)=S)c2=O)c1C	0.4%	-14%
COc1cc2nc(-c3ccccc3)nc(N3CCCC3)c2cc1OC	4.4%	5%
Cc1ccc2c(c1)c1nnc(SCC(=O)NC3CC3)nc1n2C	20%	10%
CC(=O)Nc1ccc(S(=O)(=O)N2C(=O)c3cccc4cccc2c34)cc1	0.0%	-28%
Cn1c(SCC(=O)NCc2ccc(F)cc2)nc2c([nH]c3ccccc32)c1=O	1.5%	25%
COC(=O)[C@@]1(Cc2ccc(OC)cc2)[C@H]2c3cc(C(=O)N4CCCC4)n(Cc4ccc(OC)c(OC)c4)c3C[C@H]2CN1C(=O)c1ccccc1	4.2%	-7%
CCOC(=O)c1cc(C(=O)Nc2ccc(S(=O)(=O)Nc3ccc(OC)cc3)cc2)nn1C	2.6%	-12%
CC(C)c1ccc(S(=O)(=O)N2CCN(CC(=O)c3ccc(O)c(O)c3)CC2)cc1	-0.3%	?
COc1ccc(N(CC(=O)NCCSC2CCCCC2)S(=O)(=O)c2ccccc2)c(OC)c1	-0.1%	-17%
Cn1nnc2c(C(N)=O)ncn2c1=O	2.3%	15%
Cn1c(=O)c(C(=O)COC(=O)c2cc(C(F)(F)F)nc3ccccc23)c(N)n(Cc2ccccc2)c1=O	1.8%	3%

Structures from the list above that have an aryl methoxy group, in the order listed:
SMILES	RXFP1 agonist	12-LOX inh
COc1cc(/C=C2/SC(=S)N(CC(=O)O)C2=O)ccc1OCC(=O)Nc1ccc(C)c(C)c1	-2.0%	-28%
COc1ccccc1NC(=O)C1=C(C)NC(SCC(=O)c2ccc(C)cc2)=C(C#N)C1c1ccco1 (configuration not stated)	2.7%	0%
COc1ccc(OC)c(/C=C/c2ccc3cccc(O)c3n2)c1	2.9%	?
COc1cccc(-c2ccc(=O)n(CC(=O)Nc3ccc(S(=O)(=O)NCC(C)C)cc3)n2)c1	0.1%	?
CNC(=S)N(Cc1ccc(OC)cc1)C1CC(=O)N(c2ccc(C(=O)OC)cc2)C1=O (configuration not stated)	-0.4%	-17%
COc1ccccc1-c1csc(-n2ncc(C#N)c2N)n1	-0.9%	-2%
COc1cc2[nH]c(C(=O)Nc3ccc(F)cc3)cc2c(OC)c1OC	1.7%	0%
COc1ccc(NC(=O)c2cccc(C(=O)Nc3ccc(OC)cc3)n2)cc1	-0.1%	-1%
COc1cc2nc(-c3ccccc3)nc(N3CCCC3)c2cc1OC	4.4%	5%
COC(=O)[C@@]1(Cc2ccc(OC)cc2)[C@H]2c3cc(C(=O)N4CCCC4)n(Cc4ccc(OC)c(OC)c4)c3C[C@H]2CN1C(=O)c1ccccc1	4.2%	-7%
CCOC(=O)c1cc(C(=O)Nc2ccc(S(=O)(=O)Nc3ccc(OC)cc3)cc2)nn1C	2.6%	-12%
COc1ccc(N(CC(=O)NCCSC2CCCCC2)S(=O)(=O)c2ccccc2)c(OC)c1	-0.1%	-17%
